Screens: PubChem BioAssay, The Scripps Research Institute Molecular Screening Center
GPR151 ag: activates the human receptor GPR151 | hit rate 1% among 650,000 | PathHunter beta-arrestin GPR151 cells, luminescence | AID 1508602 | activation, % at 11.2 µM; in the data active = activation above about 4.9%;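 note: 0% = median of compound wells and 100% = cells with positive control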
MITF primary: human MITF inhibition, primary screen; O75030; AlphaScreen MITF homodimerization, bead proximity signal; inhibition, % at 2.6 µM; hit rate 0.91% among 650,000; in the data active = inhibition above about 50%;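 note: 0% = vehicle wells with protein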
FBW7 activator: human FBW7 E3 ligase activation, primary screen | normalized activity (activation), % at 26.1 µM | hit rate 0.13% among 650,000 | Q969H0 | AlphaScreen FBW7–phospho-cyclin E peptide binding, activator screen; in the data active = normalized activity above about 1.9%;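 note: purified mutant Fbw7 with reduced substrate affinity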
Target sequence (Q969H0 whole entry, looked up): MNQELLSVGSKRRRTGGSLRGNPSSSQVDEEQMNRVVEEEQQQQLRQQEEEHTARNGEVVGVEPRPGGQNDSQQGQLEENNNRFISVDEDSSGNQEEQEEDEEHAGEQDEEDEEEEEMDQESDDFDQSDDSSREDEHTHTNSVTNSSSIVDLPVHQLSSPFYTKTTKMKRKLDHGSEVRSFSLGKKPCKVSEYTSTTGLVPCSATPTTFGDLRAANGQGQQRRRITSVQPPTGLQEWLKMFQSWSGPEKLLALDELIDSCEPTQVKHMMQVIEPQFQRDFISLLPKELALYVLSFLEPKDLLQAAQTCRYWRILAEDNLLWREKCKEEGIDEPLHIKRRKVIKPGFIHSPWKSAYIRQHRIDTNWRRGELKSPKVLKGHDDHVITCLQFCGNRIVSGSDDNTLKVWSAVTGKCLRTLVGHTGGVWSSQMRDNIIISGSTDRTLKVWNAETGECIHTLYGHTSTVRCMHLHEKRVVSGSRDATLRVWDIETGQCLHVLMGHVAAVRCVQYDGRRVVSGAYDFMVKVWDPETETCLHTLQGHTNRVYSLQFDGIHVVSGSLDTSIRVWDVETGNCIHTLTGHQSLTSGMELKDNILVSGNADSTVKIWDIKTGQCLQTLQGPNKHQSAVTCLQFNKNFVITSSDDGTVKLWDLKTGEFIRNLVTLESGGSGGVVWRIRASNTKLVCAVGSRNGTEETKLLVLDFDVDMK
TEAD-YAP inh: TEAD-YAP interaction inhibition. inhibition, % at 9.12 µM. AID 1259422. HEK-TIYL cells, TEAD-Gal4/YAP UAS-luciferase luminescence. hit rate 1.4% among 640,000; in the data active = inhibition above about 32%;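 note: 0% = median of test compound wells and 100% = reference inhibitor wells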
The depositor's hits bear a star; nt = not tested or not shown.

SMILES | GPR151 ag | MITF primary | FBW7 activator | TEAD-YAP inh
COc1ccc(C(=O)NNC(=O)C(Cc2ccccc2)NC(=O)c2ccccc2NC(=O)c2ccccc2)cc1 (stereo not drawn) | 0.0 | -6 | -0.1 | 11
COc1ccc(-n2c(=S)[nH]c3cc(C(=O)NCc4ccc(F)cc4)ccc3c2=O)c(OC)c1 | 1.1 | 8 | 0.0 | 9
CCc1c(C)sc2[nH]c(=O)c3c(=O)[nH]c(C)nc3c12 | 1.5 | 4 | 0.1 | -1
CN(CCc1ccccc1)c1ccc([N+](=O)[O-])cn1 | -0.3 | 0 | 0.1 | -3
COC(=O)c1sc(NC(=O)CCCS(=O)(=O)c2nc(-c3ccccc3OC)cc(C(F)(F)F)n2)c(C(=O)OC)c1C | -1.0 | 5 | 0.0 | -2
COc1ccc(CCNC(=O)CCCCn2c(=S)[nH]c3ccsc3c2=O)cc1OC | 0.4 | 3 | 0.1 | 0
N#CC(=C1N=c2ccccc2=N1)c1c(O)[nH]c2ccc(Br)cc12 | -1.7 | 5 | 0.0 | -3
CCOc1ccc(NC(=O)CSc2nc(C)c(C(=O)Nc3ccccc3)c(-c3ccc(Cl)cc3)c2C#N)cc1 | 0.4 | 1 | -0.1 | 14
CCN(CC)C(=O)NCc1ccc2c(c1)OCO2 | -0.3 | -12 | 0.1 | 7
N#Cc1cc2cc3c(cc2nc1NCCCNS(=O)(=O)c1ccc(Cl)cc1)OCO3 | 0.4 | -27 | 0.3 | -2
CCN1C(=O)c2cccc3c(S(=O)(=O)NCCCCCC(=O)O)ccc1c23 | 0.1 | -3 | 0.1 | 1
COC(=O)c1sc2ccccc2c1NC(=O)c1ccc(S(=O)(=O)N(C)c2ccccc2)cc1 | 0.0 | -8 | 0.0 | 11
COc1cc(/C=C2/SC(=Nc3ccccc3)NC2=O)ccc1OCc1ccccc1F | 0.7 | 8 | 0.1 | 5
CS(=O)(=O)Nc1ccc(C(=O)Nc2ccc(CC#N)cc2)cc1 | 0.0 | -4 | -0.3 | 5
COc1ccc(-n2c(-c3ccccc3)nnc2-c2ccc(Cl)cc2)cc1 | 0.0 | 12 | -0.1 | -11
CC(C)(C)CN1CCNC(=O)C1CC(=O)N1CCC(Oc2ccccc2F)CC1 (stereo not drawn) | -0.6 | 13 | 0.1 | -3
Clc1cc2c(c3ncccc13)OCN(Cc1ccccn1)C2 | 0.6 | 114* | -1.4 | 5
CN(CC(=O)N/N=C/c1cccc(Br)c1)c1ccccc1 | 0.5 | 1 | 0.0 | -8
Cc1nc2ccccc2c2nn(CC(N)=O)c(=O)n12 | -1.6 | -14 | 0.2 | 3
CN(C)c1ccc(-c2ncnn2-c2ccccc2)cc1 | 1.2 | -18 | -0.3 | -11
CCCN(Cc1ccc(C(=O)NCCn2nc(C)cc2C)c(=O)[nH]1)CC1CC1 | 1.7 | 2 | 0.1 | 8
CCCCC(=O)Nc1ccc(C(=O)Nc2ccc(S(=O)(=O)NCC)cc2)cc1 | 0.9 | 1 | -0.1 | 4
C=CCNC(=O)CCN1Cc2ccccc2OC(CCCC)C1 (stereo not drawn) | -0.1 | -15 | 0.0 | 3
COc1ccc(S(=O)(=O)N2CCN(C)CC2)cc1I | -0.2 | -4 | -0.2 | -6
CCOC(=O)c1cc(S(=O)(=O)N2c3ccccc3CC2C)cn1C (stereo not drawn) | -0.9 | 7 | 0.3 | 11
SMILES | GPR151 ag | MITF primary | FBW7 activator | TEAD-YAP inh
Cn1c(-c2ccc(Cl)cc2)cnc1N | 0.4 | 20 | -0.4 | -8
O=S(=O)(Nc1nc2ccccc2s1)c1cccc2nsnc12 | 0.8 | 12 | 0.1 | -27
CC1CCc2c(sc(NC(=O)CC(C)(C)C)c2C#N)C1 (stereo not drawn) | -0.8 | 3 | -0.1 | -22
CCC1=NN2C(=N)/C(=C/c3cc(Cl)c(OCCOc4c(C)cccc4C)c(OC)c3)C(=O)N=C2S1 | 1.1 | 0 | -0.1 | 1
C=CCN(C(=O)CNC(=O)c1cccs1)C(C(=O)NC1CCCCC1)c1cccnc1 (stereo not drawn) | 2.8 | 1 | 0.2 | 10
CCOc1ccccc1NS(=O)(=O)c1ccc(NC(C)=O)cc1 | 1.0 | 5 | 0.0 | 10
CCSc1nnc(NC(=O)COc2ccc3ccccc3c2)s1 | 1.5 | 8 | 0.2 | 13
Cc1ccc(N2C(=O)/C(=C/c3ccc(Cl)cc3)C=C2c2ccccc2)cc1[N+](=O)[O-] | -0.1 | 1 | 0.2 | 7
COc1ccccc1OCCCC(=O)Nc1ccccc1[N+](=O)[O-] | 1.8 | 0 | 0.2 | -61
COc1ccccc1C1NC(=O)NC(C)=C1C(=O)OCc1ccc2c(c1)OCO2 (stereo not drawn) | 0.6 | -7 | -0.2 | 14
O=C(Oc1c([N+](=O)[O-])cccc1[N+](=O)[O-])c1c(F)cccc1F | -0.2 | -9 | 0.1 | 0
CC(=O)Nc1cccc(C(=O)OCC(=O)c2cccc3ccccc23)c1 | 2.6 | 6 | -0.1 | -3
CCOC(=O)CSc1nc2sc(C(=O)OCC)c(C)c2c(=O)n1Cc1ccc2c(c1)OCO2 | -0.8 | 0 | -0.1 | 7
COc1ccc2ccccc2c1CN1CCN(C)CC1 | 0.5 | -3 | 0.0 | -8
C[C@]12CC[C@@H]3c4cc(O)c(O)cc4CC[C@H]3[C@@H]1CC[C@@H]2O | 3.8 | -13 | nt | nt
Cc1nc(NCCC#N)cc(-c2ccccc2F)n1 | -1.0 | 5 | -0.1 | -42
Cc1cc(C)nc(N2CCC(Nc3cccc(S(C)(=O)=O)c3)CC2)n1 | -0.1 | 5 | 0.1 | 9
COc1ccc(C2(CNC(=O)c3ccccc3)CCCC2)cc1OC | 0.6 | 9 | -0.1 | -3
COc1ccc(CCNc2nc(Nc3ccncn3)nc3c2ncn3Cc2ccc(C(F)(F)F)cc2)cc1 | -1.9 | 5 | 0.1 | 3
CC1CN(C2CCN(S(=O)(=O)c3ccc4ccccc4c3)CC2)CC(C)O1 (stereo not drawn) | 0.0 | 52* | -0.1 | 0
COc1cc(Nc2nc(Nc3ccc(C(F)(F)F)cc3)nc3c2ncn3CCN2CCCC2=O)cc(OC)c1OC | 2.2 | 7 | -0.1 | 1
O=C(NC1CCCCC1)c1nnc(Cc2cccc(F)c2)o1 | -0.7 | 7 | 0.1 | -4
O=C(Nc1ccccc1)C1CCN(c2ccc(NCCN3CCOCC3)nn2)CC1 | 0.0 | 18 | 0.6 | -14
NNC(=O)CCCCCn1c(=S)[nH]c2ccsc2c1=O | -0.7 | 2 | -0.1 | -10
COc1ccc(C2NC(=O)C(=O)/C2=C(/O)c2ccccc2)cc1OC (stereo not drawn) | 0.2 | 12 | 0.1 | 4
SMILES | GPR151 ag | MITF primary | FBW7 activator | TEAD-YAP inh
Fc1cccc(OCC2NCCS2)c1 (stereo not drawn) | 3.0 | -6 | 0.2 | 0
CC(C)CNC(=O)C1C2C=CC(C2)C1C(=O)O (stereo not drawn) | 0.2 | 6 | 0.0 | 2
NC(=O)COc1ccc(NC2(c3ccccc3)C(=O)c3ccccc3C2=O)cc1 | -0.1 | -7 | -0.1 | 7
CCNC(=O)CC1C(=O)N(c2ccc(F)cc2)C(=O)N1CCC(C)C (stereo not drawn) | 0.4 | 6 | 0.1 | -3
CCCn1c(N)c(Br)c(=O)[nH]c1=O | -0.9 | 2 | 0.1 | 5
Fc1ccc(Nc2ncnc3c2cnn3-c2ccc(Cl)cc2)c(F)c1 | -0.1 | 0 | 0.0 | 16
Cc1ccc(/C=C(\NC(=O)c2ccccc2)C(=O)NC2CC(C)(C)NC(C)(C)C2)cc1 | 1.2 | 13 | 0.7 | -2
COc1ccc(NC(=O)c2ccccc2NC(=O)c2cccc(S(=O)(=O)N3CCCC3)c2)cc1 | 0.1 | -3 | -0.2 | -4
COc1cccc(OC)c1C(=O)N[C@@H]1C(=O)N2[C@@H]1SC(C)(C)[C@@H]2C(=O)O | -0.7 | -9 | -0.1 | 2
O=C(CC(c1ccc(Cl)cc1)S(=O)(=O)c1ccccc1)c1ccco1 (stereo not drawn) | -0.6 | -5 | 0.0 | -10
CCC(=O)N1N=C(c2ccc(C)cc2)CC1c1ccco1 (stereo not drawn) | -1.6 | -4 | -0.1 | -9
COc1ccc(N2C(=O)C3CCCN3C2c2ccccc2OC)cc1 (stereo not drawn) | 6.1* | -13 | 0.0 | -7
O=C(CCS(=O)(=O)c1ccccc1)OCc1csc(-c2ccccc2)n1 | 0.4 | 8 | 0.1 | -13
Cn1c(C(=O)O)c(CC(=O)Nc2ccccn2)c2ccccc21 | 0.4 | 6 | -0.1 | 15
COC(=O)COc1ccc(C2C(C#N)=C(N)Oc3n[nH]c(C)c32)cc1 (stereo not drawn) | 0.6 | 10 | -0.2 | 11
COc1ccc(CCNc2nc(N3CCN(Cc4ccc5c(c4)OCO5)CC3)ncc2C)cc1 | 2.5 | 18 | 0.0 | 6
Cc1cc(NCCCn2ccnc2)n2c(nc3ccccc32)c1C#N | 0.4 | -7 | 0.1 | 0
COc1ccc(OC)c(NC(=O)c2cccc(N3C(=O)C4C5C=CC(C5)C4C3=O)c2)c1 (stereo not drawn) | -0.2 | 13 | 0.5 | 22
O=[N+]([O-])c1ccc(N=Nc2ncc[nH]2)cc1 | -0.9 | -1 | -0.2 | 4
COC(=O)/C(=C\c1ccncc1)NC(=O)c1ccccc1 | 0.7 | 7 | -0.1 | 8
CCc1ccc(CNc2nc(C)c(-c3ccn(CCN4CCOCC4)n3)s2)o1 | -0.2 | -7 | -0.2 | 6
C[C@@H]1CC[C@H]2C(C)(C)C3CC12CC[C@@]3(C)O (stereo partly drawn) | 1.9 | -5 | 0.0 | 4
O=S(=O)(Nc1ccccc1Br)c1cccc2cccnc12 | 0.4 | -3 | 0.0 | -9
CCCCc1ccc(NC(=O)c2cccc(C(=O)OCC)n2)cc1 | -5.5 | -8 | 0.1 | -53
CC(C)OC(=O)N1C2C=CC(C2)C1(C(F)(F)F)C(F)(F)F (stereo not drawn) | -0.8 | 9 | 0.3 | -5
SMILES | GPR151 ag | MITF primary | FBW7 activator | TEAD-YAP inh
CCC(Sc1nc2cc3c(cc2c(=O)n1Cc1ccco1)OCO3)C(=O)NCc1ccc(C)cc1 (stereo not drawn) | -0.4 | -4 | 0.0 | -9
CCOc1ccc(CN2CCOc3ccc(CN4CCNC(=O)C4CC)cc3C2)cc1 (stereo not drawn) | 0.0 | 0 | 0.0 | -3
CCc1ccc(N2C(=O)c3cccc(N)c3C2=O)cc1 | -1.3 | 5 | 0.4 | -63
O=C1CSC(c2ccc(Br)cc2)N1c1ccc(F)c(Cl)c1 (stereo not drawn) | -0.6 | 12 | 0.0 | -16
COc1ccc(/C(C)=N/NC(=S)NC(C)C)cc1 | -0.1 | 5 | -0.1 | 0
CCCCCC1CCC(c2ccc(-c3ccc(C4CCC(CC)CC4)cn3)cc2[N+](=O)[O-])CC1 (stereo not drawn) | 0.0 | 6 | -0.1 | 14
O=C(c1cccs1)N1CCN(c2nc3c(F)cccc3s2)CC1 | 0.2 | 10 | 0.0 | -5
O=S(=O)(c1ccc(Cl)s1)N1CCN(c2ccc(-c3ccccn3)nn2)CC1 | 0.3 | 24 | -1.0 | -11
CCOc1ccccc1Nc1ncnc2c1c(-c1ccccc1)cn2-c1cccc(C)c1 | 0.6 | 12 | -0.1 | -18
NC(CCCCCCCCCC(=O)O)C(=O)O (stereo not drawn) | 0.4 | 9 | 0.3 | 13
CN1CC(=O)N(CC(=O)Nc2ccc(Br)cc2F)C1=O | -0.5 | -1 | 0.0 | 21
COC(OC)C12c3ccccc3C(c3ccccc31)C1C(=O)N(c3ccncc3)C(=O)C12 (stereo not drawn) | -0.3 | -12 | -0.1 | -8
COc1ccc(N2C(=O)CSC2c2cccc([N+](=O)[O-])c2)c(OC)c1 (stereo not drawn) | -0.5 | -4 | -0.4 | 46*
CC1(C)CC(=O)C2=C(C1)Nc1nc(SCc3ccccc3F)[nH]c(=O)c1C2c1ccccn1 (stereo not drawn) | -1.4 | -5 | -0.2 | -5

Gathered by group, those above with a thiophene ring, fused or not
SMILES | GPR151 ag | MITF primary | FBW7 activator | TEAD-YAP inh
CCc1c(C)sc2[nH]c(=O)c3c(=O)[nH]c(C)nc3c12 | 1.5 | 4 | 0.1 | -1
COC(=O)c1sc(NC(=O)CCCS(=O)(=O)c2nc(-c3ccccc3OC)cc(C(F)(F)F)n2)c(C(=O)OC)c1C | -1.0 | 5 | 0.0 | -2
COc1ccc(CCNC(=O)CCCCn2c(=S)[nH]c3ccsc3c2=O)cc1OC | 0.4 | 3 | 0.1 | 0
COC(=O)c1sc2ccccc2c1NC(=O)c1ccc(S(=O)(=O)N(C)c2ccccc2)cc1 | 0.0 | -8 | 0.0 | 11
CC1CCc2c(sc(NC(=O)CC(C)(C)C)c2C#N)C1 (stereo not drawn) | -0.8 | 3 | -0.1 | -22
C=CCN(C(=O)CNC(=O)c1cccs1)C(C(=O)NC1CCCCC1)c1cccnc1 (stereo not drawn) | 2.8 | 1 | 0.2 | 10
CCOC(=O)CSc1nc2sc(C(=O)OCC)c(C)c2c(=O)n1Cc1ccc2c(c1)OCO2 | -0.8 | 0 | -0.1 | 7
NNC(=O)CCCCCn1c(=S)[nH]c2ccsc2c1=O | -0.7 | 2 | -0.1 | -10
O=C(c1cccs1)N1CCN(c2nc3c(F)cccc3s2)CC1 | 0.2 | 10 | 0.0 | -5
O=S(=O)(c1ccc(Cl)s1)N1CCN(c2ccc(-c3ccccn3)nn2)CC1 | 0.3 | 24 | -1.0 | -11
